# Screening results: PubChem BioAssay, National Center for Advancing Translational Sciences (NCATS)
# GLP1R cytotox: cytotoxic in the GLP-1 receptor inverse agonist counter-screen; HEK293 cAMP-luciferase reporter cells, luminescence, 24 h; Potency, µM (doses to about 38.3 µM), for the others: top-dose activity change, negative = inhibition, actives largely listed as inhibitors; 0.13% of 410,000 active;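 further: loss of luciferase light is scored as toxicity; potency means the concentration at half of the fitted maximal effect; on the % scale 0 is the no-effect control and ±100 the full control effect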
#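 Compound-treated cells are incubated 24 hr at 37 deg C under 5% CO2 after a 12 hour attachment period, then luciferase detection reagent is added and luminescence is measured following 12 min at room temperature; lowered signal indicates toxicity.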
# GLP1R ag: GLP-1 receptor (human) agonism | HEK293 GLP-1R CRE-luciferase, luminescence, 4-6 h; cells express a hypersensitive GLP-1R form | Potency, µM (titrated, usually from 45.6 µM), inactives show at the highest dose activation, most hits filed as activators | 0.007% of 380,000 active; further: potency means the concentration at half of the fitted maximal effect; % of control where 0% means no effect
# Target sequence (P43220 whole entry, looked up): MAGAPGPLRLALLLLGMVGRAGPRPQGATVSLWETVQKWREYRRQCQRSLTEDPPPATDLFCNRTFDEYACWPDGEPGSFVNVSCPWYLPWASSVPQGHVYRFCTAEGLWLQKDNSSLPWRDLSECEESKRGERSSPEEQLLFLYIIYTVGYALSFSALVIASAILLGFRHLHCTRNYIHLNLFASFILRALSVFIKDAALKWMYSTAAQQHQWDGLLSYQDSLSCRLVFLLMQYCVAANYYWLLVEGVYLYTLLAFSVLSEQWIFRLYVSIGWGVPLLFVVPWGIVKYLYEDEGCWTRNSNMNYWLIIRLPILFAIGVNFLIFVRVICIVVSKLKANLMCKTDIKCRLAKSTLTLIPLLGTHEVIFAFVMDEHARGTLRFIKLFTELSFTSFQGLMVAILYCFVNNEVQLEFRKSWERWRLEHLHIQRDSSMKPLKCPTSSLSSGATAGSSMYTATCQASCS
# GLP-1R inv ag: inverse agonists of human GLP-1 receptor | P43220 | HEK293 GLP-1R CRE-luciferase, luminescence, 24 h; GLP-1R form is constitutively active | Potency, µM (top dose mostly 38.3 µM), inactives show top-dose activity change, negative = inhibition, hits mostly inhibitors | 1.6% of 410,000 active | AID 624417; further: potency means the concentration at half of the fitted maximal effect; on the % scale 0 is the no-effect control and ±100 the full control effect; nearly all actives have a fitted effect of over 55% in size
#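 Seeding at 200 cells/uL, 12 h culture, 24 hr compound treatment, then luciferase reagent and a luminescence read; cells are HEK293 stably expressing a constitutively active GLP-1R plus cAMP-responsive luciferase.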
# KB-V1 cytotox: KB-V1 MDR subline cytotoxicity; 3.4% of 400,000 active; KB-V1 MDR cells viability, CellTiter-Glo, 72 h; AID 1347076; Potency, µM (highest dose often 46.1 µM), inactives show at the top dose activity change, negative = cytotoxicity, most hits filed as cytotoxic; further: potency means the concentration at half of the fitted maximal effect; on the % scale 0 is the no-effect control and ±100 the full control effect; nearly all actives have a fitted effect of over 60% in size
#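 Drug-selected KB-V1 cells, grown in DMEM lacking phenol red with 10% FBS, receive compound titrations; after three days at 37 degrees C, surviving cell ATP is quantified by CellTiter-Glo luminescence and responses normalized and curve-fitted.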
# D3 antag: blocks the human D3 dopamine receptor; AID 652054; max response, negative = inhibition, %; 2.5% of 360,000 active; D3R cells, DiscoveRx beta-arrestin luminescence, antagonist mode; hits give low values; P35462; in the data active means max response below about -50%; inconclusive means no clear call, values can overlap the other calls; further: on the % scale 0 is the no-effect control and ±100 the full control effect; mostly tested at two doses, the higher about 12 µM
# Target sequence (P35462 whole entry, looked up): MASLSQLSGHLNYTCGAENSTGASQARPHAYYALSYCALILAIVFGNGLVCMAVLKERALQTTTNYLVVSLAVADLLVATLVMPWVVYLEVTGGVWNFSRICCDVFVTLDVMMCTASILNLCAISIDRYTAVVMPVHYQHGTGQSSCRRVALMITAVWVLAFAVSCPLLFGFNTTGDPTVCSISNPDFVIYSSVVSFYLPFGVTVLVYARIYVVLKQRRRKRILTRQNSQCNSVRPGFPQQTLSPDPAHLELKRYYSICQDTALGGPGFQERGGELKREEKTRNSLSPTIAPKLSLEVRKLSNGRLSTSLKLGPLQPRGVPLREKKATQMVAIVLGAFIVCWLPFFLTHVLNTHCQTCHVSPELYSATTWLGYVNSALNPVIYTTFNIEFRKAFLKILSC
#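 Cells plated overnight at 1500 cells/well, then exposed to library compounds with dopamine controls for 90 minutes at 37 degrees C. DiscoveRx reagent added for 30–60 minutes at room temperature; luminescence read, quantitative HTS format.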
# aSyn rescue: alpha-synuclein toxicity inhibition in yeast; Yeast expressing alpha-synuclein, growth rescue, BacTiter-Glo, 24 h; Potency, µM (titrated, usually from 46.1 µM), inactives show at the top dose growth rescue (activation), hits mostly activators; 0.14% of 370,000 active; AID 652106; further: potency means the concentration at half of the fitted maximal effect; % of control where 0% means no effect; nearly all actives have a fitted effect of over 65% in size
#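 Readout is rescue of growth in alpha-synuclein-expressing yeast, so inhibitors of toxicity appear as activators. Growth after 24 hr at 30 deg C in galactose medium is quantified by luminescence.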
# DRD3 agonist: activates the human D3 dopamine receptor; P35462; D3R DiscoveRx beta-arrestin cells, luminescence, 90 min; max activation, %; 0.58% of 410,000 active; in the data active means max activation above about 30%; further: 0% is about no effect; mostly tested at two doses, the higher about 12 µM
#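 Cells at 1500/well, incubated overnight, then treated with pinned compounds (dopamine as control) for 90 min at 37 degrees C. DiscoveRx reagent added for 30 - 60 minutes at room temperature; luminescence read.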
# TDP43 rescue: inhibitors of TDP-43 toxicity in yeast; 1.8% of 410,000 active; TDP-43 expressing yeast growth rescue, BacTiter-Glo, 24 h; Potency, µM (top dose mostly 46.1 µM), without a hit: top-dose growth rescue (activation), actives largely listed as activators; AID 652104; further: potency means the concentration at half of the fitted maximal effect; % of control where 0% means no effect; nearly all actives have a fitted effect of over 50% in size
#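 In this qHTS, compounds that restore growth of yeast expressing TDP-43 appear as activators. Cells (OD600=0.02, galactose medium, raffinose-pregrown) are incubated with compound 24 hr at 30 deg C and growth is quantified by BacTiter-Glo.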
# PTHR1 ag: activates the human parathyroid hormone receptor PTHR1; Potency, µM (series often up to 115 µM), inactives show at the top dose activation, hits mostly activators; 0.075% of 410,000 active; AID 743266; HEK293 GP2 PTHR1 cells, GloSensor cAMP luminescence, 1 h; Q03431; further: potency means the concentration at half of the fitted maximal effect; nearly all actives have a fitted effect of over 55% in size; some results filed as inactive show a strong effect at the top dose; inactives centre near -15; many of its hits are not listed in these tables
#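 HEK-293-derived GP2 cells expressing PTHR1 and a GloSensor cAMP reporter, 3,000/well, plated overnight, given luciferin plus IBMX (each 0.5 mM as added) for 1 h at 37 °C, then compound for 1 h at 37 °C. Luminescence was read after 15 min at room temperature.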
# An asterisk follows results filed as active; i = inactive; ? = inconclusive; . = not tested or not shown; & = joins results of further samples; [ ] = another dose, or the depositor's remark. Unless noted, the call rests on the fitted dose curve; in most records, active means well fitted curve in the direction sought with a large enough effect; inconclusive means small, poorly fitted or top-dose-only effect, or another doubt; inactive means no such curve, though single readings can be large; an effect the other way counts as inactive or inconclusive. The list is partial; count on the stated rates, not on these rows.
entry	canonical_smiles	GLP1R ag	aSyn rescue	D3 antag	GLP1R cytotox	GLP-1R inv ag	TDP43 rescue	PTHR1 ag	DRD3 agonist	KB-V1 cytotox
1	Cc1cc(NS(=O)(=O)c2ccc(NC(=O)CCCOc3cccc(C)c3C)cc2)no1	3%	-3%	-9	1%	-18%	7%	i	-4	2%
2	Cc1ccc(NC(=S)N(CCN(C)C)Cc2cc3cccc(C)c3[nH]c2=O)cc1	17%	0%	16	-1%	?	-19%	15%	-2	3.3µM*
3	CCNC(=O)C1CCCc2c1[nH]c1ccc(Cl)cc21 (stereo not drawn)	2%	8%	-22	0%[7.66 µM]	1%[7.66 µM]	13%[9.22 µM]	-48%[inhibitor]	-3	7%
4	COc1ccccc1N1CCN(C(=O)COc2ccc(S(=O)(=O)NC(C)C)cc2)CC1	2%	0%	10	3%	0%	-9%	i	-8	?
5	COc1cc(/C=C2\NC(=S)N(C)C2=O)ccc1OCc1cccc(F)c1	14%	-1%	7	-21%	-4%	27%	-21%	0	7%
6	CCCCCCOC(=O)CCn1[nH]c(=O)c2ccccc2c1=O	-6%	-28%	27	-4%	1%	-43%[inhibitor]	-16%	-8	0%
7	Cc1ccc(NC(=O)CCC(=O)c2ccc(F)cc2)cc1Cl	10%	0%	0	-17%	-24%	-3%	i	-14	19%
8	COc1ccc2[nH]c(=O)c(CN(C(=O)c3cccnc3)c3ccc(C)cc3)cc2c1	2%	1%	11	-7%	2%	-2%	-34%[inhibitor][57.5 µM]	2	2%
9	O=C1OC(Nc2ccc3c(c2)OCO3)c2ccccc21 (stereo not drawn)	0%	11%	?	-1%	?	7%	-14%	-1	?
10	Cc1ccc(CN2CCCN(Cc3cc(C)ccc3C)S2(=O)=O)cc1	5%	4%	5	-5%	?	7%	i	1	2%
11	O=C(CN1CCN(S(=O)(=O)c2ccccc2C(F)(F)F)CC1)NCc1cccs1	14%	5%	-6	-11%	?	0%	-9%	1	-28%
12	COc1cccc(-c2nn(-c3ccccc3)cc2C(=O)NCC(=O)O)c1	-4%	0%	-19	18%	7%	2%	i	-4	0%
13	COc1ccc(C(C(=O)NC2CCCC2)N(C(=O)c2ccco2)c2ccc3c(c2)OCO3)cc1OC (stereo not drawn)	19%	-4%	0	-2%	2%	-18%	2%[57.5 µM]	-7	-3%
14	CN(CC(=O)Nc1ccc(Cl)cc1)C(=O)c1ccc(S(=O)(=O)Nc2ccccc2)cc1	14%	1%	-6	-23%	?	-15%	-12%	-12	24%
15	CC1CCCN(C(=O)CCS(=O)(=O)c2ccc3c(c2)n(C)c(=O)c(=O)n3C)C1 (stereo not drawn)	3%	9%	-9	3%	-11%	7%	19%	-2	-1%
16	O=C(Nc1ccc(Br)cc1F)c1cc(S(=O)(=O)NC2CCCC2)ccc1F	.	.	.	11%	?	9%	-80%[inhibitor]	-8	.
17	O=[N+]([O-])c1cc(-c2nc(-c3ccccc3)no2)ccc1NCc1cccnc1	.	.	.	-1%	3%	23%	-21%	6	33%
18	CCN(CCCNC(=O)c1cc2c(=O)[nH]c3ccc(C)cc3c2s1)Cc1ccccc1	.	.	.	?	?	13%	7%	4	5%
19	CCN(CC)C(=O)CSc1nnc(-c2ccccc2)n1-c1ccccc1	0%	-9%	0	-11%	?	-2%	-8%[57.5 µM]	-2	0%
20	Nc1nc2nc(-c3ccccc3)cc(=O)n2[nH]1	-15%	-2%	-21	-3%&18%	4%&0%	4%&-12%	-27%	6&-5	13%&1%
21	Cc1ccc(-c2ccc(CN3C(C(C)C)C(=O)N(Cc4cn(CCC5OCCCO5)nn4)CCS3(=O)=O)cc2)cc1 (stereo not drawn)	7%	?	-16	1%	?	35µM*	-16%	-2	-15%
22	Cc1ccc(S(=O)(=O)Nc2ccc(C(=O)N3CCCC3)cc2)cc1	1%	-4%	-2	38%[activator]	67%[activator]	18%	i	1	?
23	CC(C)Cn1c(=O)c2sccc2n2c(CCCC(=O)N3CCC(N4CCCCC4)CC3)nnc12	4%	15%	-4	-17%	3%	-8%	i	4	0%
24	COc1ccc(C(=O)COC(=O)c2cc(=O)c3ccccc3o2)cc1	9%	-11%	1	-3%	27%	-25%	-11%	0	11%
25	CC1Cc2ccccc2N1C(=O)CN1CCC(C(N)=O)CC1 (stereo not drawn)	-1%	2%	-16	-2%[7.66 µM]	-1%[7.66 µM]	-10%	-11%	-5	-3%
26	O=[N+]([O-])c1ccc(Cl)c(S(=O)(=O)/N=C(/Nc2cccnc2)c2ccccc2)c1	-8%	0%	7	6%	8%	11%	i	-5	16%
27	Cc1cccc(NC(=O)c2c(C)oc3ncn(CC(C)C)c(=O)c23)n1	.	.	.	2%	?	23%	i	6	4%
28	Oc1c(I)cc(Cl)c2cccnc12	4%&-2%	?	-71*	?	?	-67%[inhibitor]	-64%[inhibitor]	-93&-23	?
29	Cc1oc(/N=C/c2cccc([N+](=O)[O-])c2)c(C#N)c1C	5%	-10%	2	3%	4%	-1%	-2%	1	5%
30	CCOC(=O)c1cn(Cc2ccccc2)c2cc(C)nn2c1=O	5%	-5%	14	3%	24%	-19%	i	4	26%
31	CCN(CC)c1ccc(C(=O)N/N=C(\C)c2cccc(OC)c2)cc1	2%	-13%	3	-11%	-17%	13%	i	5	0%
32	CCCCn1c(N)c(N(CCOC)C(=O)c2oc3ccc(OC)cc3c2C)c(=O)[nH]c1=O	-4%	-6%	5	-4%	3%	17%	i	-4	0%
33	CC(=O)NNC(=O)CSc1nnc(-c2ccccc2)c(-c2ccccc2)n1	17%	1%	-12	4%	5%	-7%	-10%	-6	18%
34	CCc1ccc(Nc2nnc(SCn3nnc4ccccc4c3=O)s2)cc1	11%	-5%	0	9%	0%	3%	-14%[57.5 µM]	-4	-12%
35	CCc1ccc(S(=O)(=O)NCc2cn3cccc(C)c3n2)s1	14%	2%	-17	-7%	-15%	14%	-28%[57.5 µM]	4	-18%
36	CC(C)Sc1nnc([C@@H]2CCCN2C(=O)OC(C)(C)C)o1	6%	-5%	29	-9%	-2%	?	i	-15	-21%
37	O=C(/C=C/c1ccc(Br)cc1)NC(=S)NNC(=O)c1ccco1	-12%	22µM*	-84*	-8%	-3%	5.6µM*	-1%[57.5 µM]	-10	-26%
38	COc1cccc(C(=O)N(C)CC(=O)Nc2cccc3ccccc23)c1	-5%	1%	-17	0%	5%	0%	-8%	-5	15%
39	COc1ccc(/C(O)=C2\C(=O)C(=O)N(c3cc(C)on3)C2c2cccc(OC)c2OC)cc1C (stereo not drawn)	-7%	18%	?	-13%	1%	3%	i	-4	-7%
40	Cc1cccc(CN2CCC(CNC(=O)Cn3ncc4c([nH]c5ccccc54)c3=O)CC2)c1	5%	3%	-7	-14%	-7%	-10%	i	-10	26%
41	Cc1cc(C)cc(NC(=O)c2sc3nc4n(c(=O)c3c2C)N=C(c2ccccc2)CS4)c1	.	6%	.	4%	1%	13%	i	-10	.
42	O=C1CCCC(O)=C1Sc1cc(Cl)c(Cl)cc1Cl	-8%	11%	16	-9%	-12%	?	-27%	-12	13%
43	CN(C)S(=O)(=O)c1cccc(C(=O)OCC(=O)Nc2ccc3c(c2)OCCO3)c1	-1%	2%	4	-10%	18%	17%	-42%[inhibitor]	2	?
44	COc1ccc(OC)c(NC(=O)COC(=O)c2nc(Cl)ccc2Cl)c1	9%	4%	10	-10%	2%	12%	i	14	?
45	O=S(=O)(c1ccc(F)cc1)N1CCCNCC1	-5%	-6%	-9	18%	-1%	9%	-15%	-12	-5%
46	CNc1ccc(Br)cc(C(=O)/C=C/c2ccc3c(c2)OCO3)c1=O	-14%	7%	2	-29%	?	-28%	-12%[57.5 µM]	3	?
47	COc1ccc2c(c1OC)C(=O)OC2CC(=O)c1ccc(O)cc1 (stereo not drawn)	-20%	5%	0	-29%	0%	?	i	0	-5%
48	CC(=O)n1nc(-c2ccccc2)nc1NCc1ccc(F)cc1	-3%	-2%	-15	13%	5%	-1%	-37%[inhibitor]	-6	-6%
49	C/C(=N\NC(=O)CNC(=O)c1cccnc1)c1cccc(O)c1	-3%	-2%	-23	2%	6%	-7%	-18%	-4	-25%
50	CC(=N)C1=C(O)CC(C)(C)CC1=O	2%	-6%	-2	41%	9%	-2%	i	-6	-4%
51	Cc1ccc(Cl)cc1NC(=O)COC(=O)C12CC3CC(CC(C3)C1)C2	0%&2%	12%	7&-18	-15%&7%	?	?	-14%[57.5 µM]	2&-6	-5%&12%
52	Cc1cc2c(C)nc(N/N=C/c3ccc([N+](=O)[O-])cc3)nc2o1	1%	1%	-5	1%	26%	22%	i	3	18%
53	COc1ccc(NC2=NC(=S)N(c3ccccc3C)C23CCCCC3)cc1	-7%	1%	0	-20%	7.9µM*	16%	i	-6	0%
54	CCOC(=O)CN1C(=O)N[C@@H](c2cccc(C(F)(F)F)c2)C(C(C)=O)=C1C	11%	-4%	2	4%	12%	14%	i	9	0%
55	Cc1cc(C)c2c(=O)cc(C(=O)NCc3ccc(S(N)(=O)=O)cc3)oc2c1	.	.	.	-7%	11%	10%	-11%	0	?
56	CSc1ncnc2c1ncn2CCCN1CCN(Cc2cccc3ccccc23)CC1	0%	1%	-60*	-10%	?	?	-4%	-14	?
57	S=c1[nH]ccn1CCc1ccccc1	0%	3%	-2	-24%	4%	3%	i	4	14%
58	C[C@@H]1CC[C@H](O)/C=C/C(=O)O[C@H](C)CC[C@H](O)/C=C/C(=O)O1	4%	1%	15	0%	20%	19%	-2%	2	28%
59	COc1cccc(C(=O)Nc2c(F)c(F)c(F)c(F)c2F)c1	-2%	0%	10	15%	-7%	11%	i	6	?
